Screening results from PubChem.
12-hLO inh – blocks human 12-lipoxygenase activity; purified 12-hLO, xylenol orange hydroperoxide absorbance; Potency, µM (titrated, usually from 57.1 µM), for inactives: top-dose activity change, negative = inhibition, most hits filed as inhibitors; hit rate 0.12% among 150,000; AID 1452; also: potency is read from the fitted curve at half-maximal effect; nearly all actives have a fitted effect of over 55% in size; many of its hits are not listed in these tables
Target sequence (P18054 whole entry, looked up): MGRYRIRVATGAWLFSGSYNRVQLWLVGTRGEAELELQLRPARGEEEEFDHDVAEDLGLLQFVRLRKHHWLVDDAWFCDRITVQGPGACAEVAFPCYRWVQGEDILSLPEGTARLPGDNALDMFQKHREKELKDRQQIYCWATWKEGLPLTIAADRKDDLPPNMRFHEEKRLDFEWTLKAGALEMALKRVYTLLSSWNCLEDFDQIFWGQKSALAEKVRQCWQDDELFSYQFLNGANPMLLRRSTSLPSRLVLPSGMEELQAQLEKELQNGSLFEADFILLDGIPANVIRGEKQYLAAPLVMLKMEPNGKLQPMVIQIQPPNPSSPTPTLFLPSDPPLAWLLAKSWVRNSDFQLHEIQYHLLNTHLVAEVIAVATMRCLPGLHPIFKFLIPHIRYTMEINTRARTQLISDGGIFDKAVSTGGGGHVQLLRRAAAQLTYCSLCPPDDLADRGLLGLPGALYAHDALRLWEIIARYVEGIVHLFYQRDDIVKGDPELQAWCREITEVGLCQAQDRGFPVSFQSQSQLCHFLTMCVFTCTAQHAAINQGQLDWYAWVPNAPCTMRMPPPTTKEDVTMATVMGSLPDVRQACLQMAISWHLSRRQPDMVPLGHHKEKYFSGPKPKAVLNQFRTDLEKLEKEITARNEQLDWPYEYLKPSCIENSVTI
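Hydroperoxide formation by human 12-lipoxygenase from 40 uM arachidonic acid was followed colorimetrically via ferric-xylenol orange complex, using the 573/405 nm absorbance ratio. Enzyme concentration was 150 nM, with 30 min reaction at room temperature.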
IMPase inh – membrane-permeable compound that blocks inositol monophosphatase; P97697; CHO-M1 cells, IP1 accumulation, HTRF TR-FRET ratio; inhibition (IP1 accumulation), % at 46.1 µM; 120,000 tested, under 10 active; active = well fitted curve in the direction sought with a large enough effect in the signal ratio, not every such curve was filed as active; inconclusive = small, poorly fitted or top-dose-only effect, or a change in a side signal; inactive = no such curve, though single readings can be large or run the other way; the % refers to the signal ratio;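 also: cells stimulated with carbachol in lithium chloride buffer; plate controls were DMSO basal wells for no effect and reference inhibitor wells for full effect; higher means more IMPase inhibition seen as more IP1 and lower FRET ratio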
Target sequence (P97697 whole entry, looked up): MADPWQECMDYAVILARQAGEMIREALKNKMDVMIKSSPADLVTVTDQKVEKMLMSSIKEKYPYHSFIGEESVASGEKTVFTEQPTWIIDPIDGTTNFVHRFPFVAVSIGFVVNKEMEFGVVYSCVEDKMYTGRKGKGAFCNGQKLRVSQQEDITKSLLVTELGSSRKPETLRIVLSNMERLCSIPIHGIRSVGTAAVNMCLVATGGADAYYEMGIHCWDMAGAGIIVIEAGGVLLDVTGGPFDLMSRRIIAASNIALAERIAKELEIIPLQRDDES
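CHO-M1 cells (CHO stably expressing M1 receptor), compound up to 46 uM final, stimulated with carbachol (50 uM as added) in buffer with 50mM LiCl, pH 7.4, 30 min at 37C. Cytosolic IP1 read by TR-FRET; AC50 from Hill fits.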
ALOX15B inhib – 15-hLO-2 (ALOX15B) enzyme inhibition. AID 881. Potency, µM (series often up to 57.1 µM), for the others: top-dose activity change, negative = inhibition, actives largely listed as inhibitors. purified 15hLO-2, xylenol orange hydroperoxide absorbance. hit rate 0.56% among 110,000; also: potency is read from the fitted curve at half-maximal effect; nearly all actives have a fitted effect of over 60% in size; many of its hits are not listed in these tables
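Screening format was qHTS against 50 nM purified 15hLO-2 in Hepes pH 7.5 with detergent. Activity follows hydroperoxide formation from 45 uM arachidonic acid, measured as 573:405 nm absorbance ratio of the ferric-xylenol orange complex.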
PNC assembly inh – perinucleolar compartment assembly inhibition. PC3M PTB-GFP, PNC prevalence imaging, 16 h; active compounds read low. activity change (PNC), negative = inhibition, % at 10 µM. hit rate 3.1% among 140,000. AID 2417;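 active = readout at or below -70, meaning at least 70% loss of cells showing the perinucleolar compartment, a nuclear body marking cancer cells; inconclusive = readout between -30 and a set limit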;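 also: plate controls were DMSO wells for no effect and camptothecin positive control wells for full effect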
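PC3M cells stably expressing PTB-GFP, 750–1000 cells/well, treated 16 h at 37 °C with compound (23 nl of library stock), in duplicate. After paraformaldehyde fixation and Hoechst stain, imaged at 20x; PNC prevalence scored by image analysis.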
The depositor's hits bear a star; [ ] = remark or other dose. Unless noted, calls follow the shape of the dose curve; as a rule, active = well fitted curve in the direction sought with a large enough effect; inconclusive = small, poorly fitted or top-dose-only effect, or another doubt; inactive = no such curve, though single readings can be large; an effect the other way counts as inactive or inconclusive. Unless noted, % is scaled to controls: 0 for no effect and ±100 for the full control effect.

Nc1ccc(Cl)c(NC(=O)c2cccs2)c1 was read as 12-hLO inh 1.3%, IMPase inh 4.3, ALOX15B inhib -4.0% and PNC assembly inh inconclusive.
Screening Cc1cc(C)nc(SCC(=O)OCC(=O)Nc2nc3ccccc3s2)n1 returned 12-hLO inh -3.4%, IMPase inh -10.1 and PNC assembly inh -10.6.
Cc1cc(O)ccc1N/C=C(\C#N)c1nc2ccccc2o1 was read as 12-hLO inh 1.3%, IMPase inh 2.0 and PNC assembly inh -4.6.
Screening Cc1cc2nnc(SC3CCCCN(C(=O)c4ccc(F)cc4)C3=O)n2c2ccccc12 (centres undefined) returned 12-hLO inh -2.9%, IMPase inh -7.0, ALOX15B inhib 35.0%[activator] and PNC assembly inh -8.1.
Screening CC(C)c1nc2sc3c(=O)[nH]cnc3c2c2c1CCC2 returned 12-hLO inh 0.9% and PNC assembly inh -84.4*.
Screening CNC(=O)c1c(I)c(C(=O)NCC(=O)Nc2c(I)c(C(=O)O)c(I)c(C(=O)NCCO)c2I)c(I)c(N(C)C(C)=O)c1I returned 12-hLO inh -1.2%[25.6 µM], IMPase inh -4.4[20.6 µM] and ALOX15B inhib -2.2%[25.6 µM].
`CC1CCC(O)([C@](C)(C(=O)O)c2ccccc2)CC1` (some centres undefined) gave 12-hLO inh -4.0%[11.4 µM] and ALOX15B inhib -4.3%[11.4 µM].
For CCN1C(=O)[C@H]2[C@H]3[C@H](O)[C@H](O)C/C(=N\O[C@H](C)c4cn([C@H](CO)Cc5ccccc5)nn4)[C@@H]3CC[C@H]2C1=O the results were 12-hLO inh -5.8% and PNC assembly inh inconclusive.
For Cc1cc(C(=O)NCCCC(=O)O)c(C)o1 the results were 12-hLO inh 6.3%, IMPase inh 10.4, ALOX15B inhib -3.5% and PNC assembly inh 7.9.
For c1ccc(-c2ccccc2-c2nc(-c3ccncc3)no2)cc1 the results were 12-hLO inh -3.7%, IMPase inh 13.5, ALOX15B inhib 10.7% and PNC assembly inh inconclusive.
`COc1ccc2c(c1)OCC(Cc1ccc(O)c(OC)c1)C2=O` (centres undefined) gave 12-hLO inh inconclusive and ALOX15B inhib 4.9%.
Screening CC(=O)Nc1cccc(OCC(=O)NC(C)C(C)C)c1 (centres undefined) returned 12-hLO inh 0.4%, IMPase inh -5.7, ALOX15B inhib -6.1% and PNC assembly inh -5.0.
Screening Cc1ccc(C)c(C(=O)NCCN(C)C)c1 returned 12-hLO inh 0.7%, IMPase inh -3.7, ALOX15B inhib 0.9% and PNC assembly inh -16.7.
For COc1ccc(-n2c3nc4ccccc4nc3c3c(=N)oc(C)nc32)cc1 the results were 12-hLO inh 1.7% and PNC assembly inh inconclusive.
Screening CCOC(=O)c1c(CN2CCC(C)CC2)oc2ccc(OC)cc12 returned 12-hLO inh -7.7%, IMPase inh 4.6, ALOX15B inhib 17.4% and PNC assembly inh 27.5.
For CC1=C(C(=O)OCc2ccccc2)C(c2ccccc2OC(F)F)NC(=O)N1 (centres undefined) the results were 12-hLO inh -2.1%, IMPase inh -6.2, ALOX15B inhib -1.3% and PNC assembly inh -15.8.
Screening Cc1occc1C(=O)NNC1=CC(=O)CC(C)(C)C1 returned 12-hLO inh 0.2% and PNC assembly inh -9.0.
For CNc1nc(-c2ccccc2C(F)(F)F)nc2ccccc12 the results were 12-hLO inh 5.7% and ALOX15B inhib 2.2%.
For CC(=O)c1c(COC(=O)c2ccco2)nc2ccccc2[n+]1[O-] the results were 12-hLO inh -1.9%, IMPase inh 6.1, ALOX15B inhib -2.1% and PNC assembly inh -0.7.
For CCOc1ccc(N2C(=O)C3C(c4ccccc4F)NN(C(=O)c4ccc(C)cc4)C3C2=O)cc1 (centres undefined) the results were 12-hLO inh -9.0% and PNC assembly inh -14.2.

Next part, overlapping the part above by 4 compounds.
Screening Cc1occc1C(=O)NNC1=CC(=O)CC(C)(C)C1 returned 12-hLO inh 0.2% and PNC assembly inh -9.0.
For CNc1nc(-c2ccccc2C(F)(F)F)nc2ccccc12 the results were 12-hLO inh 5.7% and ALOX15B inhib 2.2%.
For CC(=O)c1c(COC(=O)c2ccco2)nc2ccccc2[n+]1[O-] the results were 12-hLO inh -1.9%, IMPase inh 6.1, ALOX15B inhib -2.1% and PNC assembly inh -0.7.
For CCOc1ccc(N2C(=O)C3C(c4ccccc4F)NN(C(=O)c4ccc(C)cc4)C3C2=O)cc1 (centres undefined) the results were 12-hLO inh -9.0% and PNC assembly inh -14.2.
For CCOC(=O)c1ccc(N2C(=O)C(O)=C(C(C)=O)C2c2ccccn2)cc1 (centres undefined) the results were 12-hLO inh 5.0%, IMPase inh -19.0, ALOX15B inhib 1.4% and PNC assembly inh 36.1.
`COc1ccc(N(CC(=O)N2c3ccccc3CC2C)S(=O)(=O)c2c(C)nn(C)c2C)cc1` (centres undefined) gave 12-hLO inh -6.5%, IMPase inh 2.9, ALOX15B inhib -4.6% and PNC assembly inh -21.7.
For COCCNc1nc(-c2ccccc2CN(C)C)nc2ccccc12 the results were 12-hLO inh 5.1% and ALOX15B inhib 5.5%.
Cc1cc(C(=O)CSc2nnc(Cc3ccccc3)o2)c(C)n1Cc1ccc2c(c1)OCO2 was read as 12-hLO inh -1.9%, IMPase inh inconclusive, ALOX15B inhib 34.2%[activator][11.4 µM] and PNC assembly inh 22.0.
Screening O=C(NCC1CCCO1)C1CC(=O)N(C2CCCCCC2)C1 (centres undefined) returned 12-hLO inh 1.6%, IMPase inh -0.3, ALOX15B inhib 9.1% and PNC assembly inh 97.5.
Screening CN(C)CCc1c[nH]c2ccc(CS(=O)(=O)N3CCCC3)cc12 returned 12-hLO inh -0.6% and ALOX15B inhib 6.3%.
`C#CCN1C(=O)C(O)(CC(=O)c2ccc(OC)c(OC)c2)c2ccccc21` (centres undefined) gave 12-hLO inh -6.6%, IMPase inh 7.7, ALOX15B inhib -2.5% and PNC assembly inh inconclusive.
For CCCOc1ccc(C(=O)N2CCCC2C(=O)O)cc1 (centres undefined) the results were 12-hLO inh 1.1%, IMPase inh 5.3, ALOX15B inhib 3.0% and PNC assembly inh 36.5.
`NCC12CC3CC(C1)CC(CN)(C3)C2` gave 12-hLO inh -1.9%, IMPase inh 3.0, ALOX15B inhib 23.4% and PNC assembly inh 11.3.
Screening Cc1cc(C)cc(NC(=O)/C=C/c2ccc([N+](=O)[O-])s2)c1 returned 12-hLO inh 1.1%, IMPase inh -3.8 and PNC assembly inh -17.1.
Cc1ccc(S(=O)(=O)NC2c3cccc4cccc(c34)C2Sc2nc(C)cc(C)n2)cc1 (centres undefined) was read as 12-hLO inh -0.9% and PNC assembly inh -4.1.
COc1cc(C)ccc1OCCOCCOc1ccccc1Br was read as 12-hLO inh -9.7%, IMPase inh 5.2, ALOX15B inhib 8.3% and PNC assembly inh 3.6.
Cc1nc(CNS(=O)(=O)c2ccc(Oc3ccccc3)cc2)cs1 was read as 12-hLO inh -0.7%, IMPase inh 8.5, ALOX15B inhib -0.5%[2.29 µM] and PNC assembly inh -83.2*.
For CCOC(=O)C(C)Sc1ncnc2c1c(-c1ccccc1)cn2-c1ccc(OC)cc1 (centres undefined) the results were 12-hLO inh -0.7%, IMPase inh 9.1 and PNC assembly inh inconclusive.
CSCC[C@H](NC(=O)OC(C)(C)C)c1nnc(SCc2ccc(F)cc2)o1 was read as 12-hLO inh -14.4%, IMPase inh -10.5, ALOX15B inhib -5.8% and PNC assembly inh 30.6.
Screening O=C(NC(=S)Nc1ccc(N2CCOCC2)cc1)c1cncc(Br)c1 returned 12-hLO inh -2.2% and PNC assembly inh 22.6.
CCOc1ccccc1NC(=O)N1CCC(NC(=O)c2ccccc2C)CC1 was read as 12-hLO inh -6.6%, IMPase inh -4.0, ALOX15B inhib 11.3% and PNC assembly inh -7.8.
`CS(=O)(=O)Nc1ccc(C(=O)N2CCN(c3ccccc3)CC2)cc1` gave 12-hLO inh -3.4%, IMPase inh -2.2, ALOX15B inhib 1.3% and PNC assembly inh 18.8.
CCCCN(CC)CCCNC(=O)C1c2ccccc2C(=O)N(C)C1c1cn(C)c2ccccc12 (centres undefined) was read as 12-hLO inh 6.4%, IMPase inh 13.6, ALOX15B inhib 18.2% and PNC assembly inh -6.9.
`CC(NC(=O)Nc1ccc(F)cc1)C(c1cccs1)N1CCCC1` (centres undefined) gave 12-hLO inh -1.6%, IMPase inh -3.7 and PNC assembly inh -29.7.
`O=C(c1cccs1)N1CCN(C(=O)N2CCOCC2)CC1` gave 12-hLO inh -1.1%, IMPase inh 2.0, ALOX15B inhib -1.0% and PNC assembly inh -12.8.
`O=C(NNc1c2ccccc2nc2ccccc12)c1ccc(O)cc1O` gave 12-hLO inh -19.7%, IMPase inh 14.2, ALOX15B inhib -28.2% and PNC assembly inh inconclusive.
`O=C(CSc1nc(-c2ccco2)cc(C(F)(F)F)n1)NCCc1ccccc1` gave 12-hLO inh 1.0%, IMPase inh 0.4, ALOX15B inhib 0.7% and PNC assembly inh 16.8.
COc1ccc(OCC(O)CN(C2CCCCC2)C2CCCCC2)cc1 (centres undefined) was read as 12-hLO inh -0.7%, IMPase inh 5.6, ALOX15B inhib 24.5% and PNC assembly inh 16.0.
`Cc1cc(C)c2oc(-c3ccc(Cl)c(NC(=O)c4ccc(C#N)cc4F)c3)nc2c1` gave 12-hLO inh 6.2%, IMPase inh -7.7, ALOX15B inhib 5.2% and PNC assembly inh 27.0.
Screening COc1cccc(CNn2c(-c3cccc(C)c3)nc3ccccc3c2=O)c1O returned 12-hLO inh -12.7%, IMPase inh -1.7, ALOX15B inhib -1.9% and PNC assembly inh -14.4.
Screening CC1(C)CN(c2ccccc2)N(C(=O)c2ccc(C#N)cc2)C1=O returned 12-hLO inh -16.4%, IMPase inh 2.3, ALOX15B inhib inconclusive and PNC assembly inh -19.6.
`COC(=O)c1ccccc1Nc1cc(C)nc2nc(C)nn12` gave 12-hLO inh -4.5% and PNC assembly inh 25.0.
`CC(C)[C@H](NC(=O)c1ccccc1)C(=O)OCC(=O)Nc1ccc2c(c1)OCCO2` gave 12-hLO inh -1.8%, IMPase inh 3.9 and PNC assembly inh inconclusive.
COc1ccc(NS(=O)(=O)c2ccc(OC)c3ccccc23)cn1 was read as 12-hLO inh -19.4%, IMPase inh 0.8, ALOX15B inhib -10.5% and PNC assembly inh -12.8.
`O=C1CCCC/C1=N\Nc1ccc(OCc2ccccc2)cc1` gave 12-hLO inh 9.8% and PNC assembly inh 31.2.
For COc1cc(OC)c2c(c1)OC(c1ccc(OC)c(OC)c1)C(O)C2=O (centres undefined) the results were 12-hLO inh -12.1%, IMPase inh inconclusive, ALOX15B inhib 2.5% and PNC assembly inh -3.0.
`COc1ccc(OC)c(N=CC2=C(O)CC(C)(C)CC2=O)c1` gave 12-hLO inh -4.5%, IMPase inh -3.6, ALOX15B inhib -9.0% and PNC assembly inh -29.2.
Screening COc1ccc(-c2nnc(Nc3ccc(OC)c(C(=O)N4CCCCC4)c3)c3ccccc23)cc1 returned 12-hLO inh -17.4%, IMPase inh -12.0 and PNC assembly inh -22.8.
CCOC(=O)N1CCN(C(=O)/C(=C/c2ccc(Br)cc2)NC(=O)c2ccc(OC)cc2)CC1 was read as 12-hLO inh 0.4% and PNC assembly inh -2.4.
`Cc1ccc(OCCNS(=O)(=O)c2ccc(N3CCCC3=O)cc2)cc1` gave 12-hLO inh 2.6%, IMPase inh 9.3[0.0738 µM] and PNC assembly inh -16.3.
CCn1cc(C(=O)Nc2ccc(C)c([N+](=O)[O-])c2)cn1 was read as 12-hLO inh -4.8% and PNC assembly inh -86.6*.
O=S(=O)(Nc1cccnc1)c1cccs1 was read as 12-hLO inh 1.4%, IMPase inh 0.4, ALOX15B inhib -6.8% and PNC assembly inh -26.3.
For CCn1c(O)c(N=NC(=O)CNC(=O)c2ccco2)c2ccccc21 the results were 12-hLO inh 5.7%, IMPase inh -3.7 and PNC assembly inh 19.0.

These rows are one share of the data; the hit share may differ from the screen's.
